Compound activity: PubChem BioAssay, several laboratories
Anthrax LF prot: blocks Bacillus anthracis lethal factor protease; P15917; multiplex microsphere protease cleavage assay, LF; inhibition, % at 10 µM; 0.12% of 360,000 active; further: plate controls were buffer without enzyme for full effect and enzyme alone for no effect
PfHsp40 rescue: compounds rescuing yeast from Plasmodium falciparum HSP40 toxicity. growth rescue, % at 12.5 µM. S. cerevisiae expressing PfHsp40, growth rescue, ATP luminescence. 0.68% of 340,000 active; in the data active means growth rescue above about 28%, passing the limit was not always enough;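 further: yeast W303a lacking pdr1 and pdr3 grown in galactose medium; growth measured after three days at 30 °C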
Vc quorum ag: inducers of Vibrio cholerae quorum light production without autoinducers | V. cholerae BH1578 lux reporter, luminescence, 6 h | activation, % at 18.7 µM | 0.16% of 350,000 active | AID 588436; in the data active means activation mostly above about 9.7%, no sharp cut-off; further: not every result past the cut was called active; inactives centre near 0; reference of the scale not given here
PrPC surface inh: reduces human prion protein on the cell surface; P04156; cell surface PrPC, TR-FRET read-out; inhibition, % at 13.8 µM; 0.43% of 370,000 active; AID 720596; in the data active means inhibition above about 24%; further: 0% = median of the test wells and 100% = reference compound wells
TcdB GH inh: TcdB glycohydrolase inhibition; TcdB glycohydrolase enzymatic assay, plate reader; AID 652162; inhibition, % at 9.99 µM; 0.24% of 350,000 active; in the data active means inhibition above about 10%
Target sequence (P18177 whole entry, looked up): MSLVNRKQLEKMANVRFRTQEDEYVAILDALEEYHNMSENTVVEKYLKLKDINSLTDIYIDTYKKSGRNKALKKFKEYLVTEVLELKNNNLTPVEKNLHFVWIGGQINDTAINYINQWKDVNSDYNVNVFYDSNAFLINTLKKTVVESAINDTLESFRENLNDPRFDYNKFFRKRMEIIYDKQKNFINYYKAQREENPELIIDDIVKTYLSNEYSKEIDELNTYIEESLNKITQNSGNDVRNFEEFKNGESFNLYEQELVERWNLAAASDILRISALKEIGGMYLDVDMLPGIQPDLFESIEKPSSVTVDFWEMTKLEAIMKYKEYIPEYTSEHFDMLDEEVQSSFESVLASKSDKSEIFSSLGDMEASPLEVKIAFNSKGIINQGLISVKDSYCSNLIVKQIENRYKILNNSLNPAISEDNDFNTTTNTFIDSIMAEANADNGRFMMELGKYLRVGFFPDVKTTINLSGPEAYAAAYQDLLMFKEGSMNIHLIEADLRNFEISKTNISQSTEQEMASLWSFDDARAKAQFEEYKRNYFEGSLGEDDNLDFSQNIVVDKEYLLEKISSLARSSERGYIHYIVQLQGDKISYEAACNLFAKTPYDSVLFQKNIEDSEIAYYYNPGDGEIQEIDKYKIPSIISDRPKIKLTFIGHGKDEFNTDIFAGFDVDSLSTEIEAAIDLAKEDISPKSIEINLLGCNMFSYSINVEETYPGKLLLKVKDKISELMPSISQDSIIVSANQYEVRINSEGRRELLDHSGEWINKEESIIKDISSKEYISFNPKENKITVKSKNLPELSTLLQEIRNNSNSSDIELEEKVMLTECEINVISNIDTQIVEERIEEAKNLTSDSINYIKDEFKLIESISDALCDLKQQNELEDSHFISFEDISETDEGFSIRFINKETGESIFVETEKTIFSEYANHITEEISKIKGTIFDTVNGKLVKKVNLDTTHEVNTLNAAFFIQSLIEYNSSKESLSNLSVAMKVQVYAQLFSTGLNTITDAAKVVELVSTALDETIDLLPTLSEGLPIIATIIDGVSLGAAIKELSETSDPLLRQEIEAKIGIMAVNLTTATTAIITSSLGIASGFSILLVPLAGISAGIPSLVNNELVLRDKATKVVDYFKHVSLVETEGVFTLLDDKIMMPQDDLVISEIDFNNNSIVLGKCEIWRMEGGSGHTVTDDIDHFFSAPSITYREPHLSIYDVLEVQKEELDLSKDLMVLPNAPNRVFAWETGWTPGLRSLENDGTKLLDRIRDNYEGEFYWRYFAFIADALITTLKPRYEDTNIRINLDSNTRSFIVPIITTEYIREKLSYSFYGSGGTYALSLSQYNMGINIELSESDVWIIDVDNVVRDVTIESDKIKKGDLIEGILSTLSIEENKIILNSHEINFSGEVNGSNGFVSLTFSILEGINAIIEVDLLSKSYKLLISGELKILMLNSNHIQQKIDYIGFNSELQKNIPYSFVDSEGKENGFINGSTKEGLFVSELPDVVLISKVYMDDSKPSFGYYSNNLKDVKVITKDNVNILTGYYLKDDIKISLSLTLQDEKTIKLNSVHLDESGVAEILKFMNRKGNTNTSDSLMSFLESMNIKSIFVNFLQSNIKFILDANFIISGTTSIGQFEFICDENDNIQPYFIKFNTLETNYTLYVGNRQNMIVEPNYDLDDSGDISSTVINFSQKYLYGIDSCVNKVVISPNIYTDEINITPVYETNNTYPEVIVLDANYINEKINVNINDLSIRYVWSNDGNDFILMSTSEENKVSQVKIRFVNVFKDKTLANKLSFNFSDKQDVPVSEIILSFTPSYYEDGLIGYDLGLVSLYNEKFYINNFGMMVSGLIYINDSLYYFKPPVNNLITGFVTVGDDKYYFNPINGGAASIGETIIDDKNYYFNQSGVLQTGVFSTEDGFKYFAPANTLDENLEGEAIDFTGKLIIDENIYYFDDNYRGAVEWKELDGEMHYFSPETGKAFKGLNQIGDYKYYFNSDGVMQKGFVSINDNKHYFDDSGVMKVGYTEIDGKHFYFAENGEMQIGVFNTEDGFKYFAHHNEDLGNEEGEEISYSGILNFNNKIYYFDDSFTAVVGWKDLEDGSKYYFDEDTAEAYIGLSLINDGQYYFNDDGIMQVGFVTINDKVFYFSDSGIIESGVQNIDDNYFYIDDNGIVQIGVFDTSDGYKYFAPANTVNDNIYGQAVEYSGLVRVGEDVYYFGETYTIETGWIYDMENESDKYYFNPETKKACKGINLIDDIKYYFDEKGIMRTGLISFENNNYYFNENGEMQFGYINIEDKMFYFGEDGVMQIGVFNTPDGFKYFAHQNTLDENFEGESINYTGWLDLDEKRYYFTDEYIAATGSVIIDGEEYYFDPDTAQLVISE
SARS 3CLpro inh: SARS-CoV 3CLpro protease inhibition; P0C6X7; recombinant SARS-CoV 3CLpro, quenched FRET peptide cleavage; inhibition, % at 6 µM; 0.14% of 290,000 active; in the data active means inhibition above about 12%
Yp Topo-I inh: inhibitors of Yersinia pestis topoisomerase I; 0.064% of 360,000 active; AID 504884; Y. pestis Topo-I cleavage product accumulation, plate reader; activity, % at 10 µM; in the data active means activity above about 50%, passing the limit was not always enough; further: inactives centre near 2
BoNT A protease: blocks Botulinum neurotoxin A light chain protease; inhibition, % at 10 µM; AID 588499; multiplex microsphere protease substrate cleavage, flow cytometry; 0.17% of 360,000 active; further: plate controls were buffer without enzyme for full effect and enzyme alone for no effect
PriA SSB inh: inhibitors of Klebsiella pneumoniae PriA binding to SSB C-terminal tail | AlphaScreen SSBct-PriA binding, biotinylated peptide | inhibition, % at 33 µM | 0.6% of 430,000 active | AID 1272365; in the data active means inhibition mostly above about 37%, no sharp cut-off; inactive means mostly below about 20%;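 further: plate controls were negative control peptide for no effect and reference peptide for full effect; strong numbers were not always called active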
* hit, by the source's call; i = inactive; · = not tested or not shown; & = joins results of further samples. Unless noted, no stated cut-off is given here; in the data, active means inhibition above about 30%; inconclusive means no clear call, values can overlap the other calls; inactive means below that.

Compound	PriA SSB inh	Yp Topo-I inh	TcdB GH inh	PrPC surface inh	PfHsp40 rescue	BoNT A protease	Vc quorum ag	SARS 3CLpro inh	Anthrax LF prot
Cn1c(=O)[nH]c2ccc([N+](=O)[O-])nc21	1.7	3.4	·	-14.0	-1.3	-0.1	-1.6	1.6	1.7
O=C1NC(=S)NC1=Cc1ccc(O)cc1	5.0	-5.2	16.4*	-16.1	1.3	0.5	0.0	·	-4.6
Cn1c(SC2CCCCC2=O)nnc1-c1ccccc1F (stereo not given)	11.4	-2.4	1.4	4.7	-1.6	-0.8	i	2.1	-8.3
COc1ccc(NC(=O)CSc2nnc(-c3ccc(C)cc3)n2N)cc1	-9.1	3.6	·	2.0	1.0	-0.3	-0.5	1.3	-2.6
CCOC(=O)c1ccccc1NC(=O)CSc1nc2ccccc2c(=O)[nH]1	-9.3	5.4	2.2	1.9	-0.6	-0.5	i	0.6	-7.1
CC(=O)c1ccccc1NS(C)(=O)=O	-7.7	0.2	-3.5	3.4	0.0	-0.1	-0.4	2.9	-1.4
CS(=O)(=O)c1nc(S(=O)(=O)c2ccc(Cl)cc2)c(N2CCN(CCO)CC2)s1	-3.2	-8.5	0.2	0.6	-1.6	3.8	i	0.9	5.9
CCOC(=O)C(=CNCC(=O)O)C(=O)OCC	-8.5	3.3	-0.9	3.5	0.1	-0.4	-1.5	1.2	-8.5
CC(CCc1ccccc1)NCC(O)c1cccc([N+](=O)[O-])c1 (stereo not given)	-8.2	-2.9	0.5	-6.0	-2.3	-0.8	-0.3	-0.4	-2.3
OCC[C@@H]1C[C@H](O)[C@@H](O)[C@@]2(CCCc3ccccc3O2)O1	-8.5	-7.5	0.8	2.5	-1.2	-0.1	-0.6	0.1	-3.0
COc1ccc(NS(=O)(=O)c2ccc(S(=O)(=O)N3CCCC3)cc2)cc1	-2.7	-7.0	·	16.7	-0.4	0.4	i	-2.6	-13.2
O=C(CCSc1nnc2ccc3ccccc3n12)Nc1ccc(F)cc1	-10.0&-13.8	4.4	·	13.9	-0.4	1.3	-0.3	3.3	0.7
Cn1c(COc2ccc(F)cc2)nc2ccccc21	-19.5	-1.5	1.2	-0.9	0.1	2.4	2.6	1.0	-3.9
COc1ccc(N=Nc2c(C)[nH][nH]c2=O)cc1	9.1	1.2	-0.2	-20.8	2.7	0.2	-0.3	-0.7	-0.6
Cc1ncc([N+](=O)[O-])n1CC(=O)Nc1cc(Cl)ccc1Cl	-0.8	2.5	0.1	5.7	-0.1	0.7	-1.0	-4.5	-1.0
O=c1cc(-c2ccco2)oc2ccccc12	-5.4	-0.2	0.5	-12.5	1.6	-0.4	-5.9	·	4.0
O=C(Oc1ccc(=O)n(-c2ccccc2)n1)c1ccc(Cl)cc1	-17.9	-2.8	·	3.9	-0.7	0.3	i	5.1	2.2
COc1cccc(C(=O)Nc2nnc(S(=O)(=O)N3CCOCC3)s2)c1	-12.8	-4.1	2.0	14.6	1.5	0.9	3.4	-0.2	-2.3
CN(C)CCOc1ccc2c(c1)Sc1ccccc1CC2=O	-4.5	0.9	4.7	-6.5	0.1	-1.1	-2.4	0.7	-11.5
O=C(COC(=O)c1ccccn1)NNC(=O)c1ccc([N+](=O)[O-])cc1	3.8	1.9	1.4	-37.5	-2.0	2.7	-1.4	·	-4.9
CCCCc1cc2c(cc1NC(=O)CN1CCCCC1)OCCO2	-5.4	19.1	-0.1	2.9	0.0	-0.2	14.3	3.0	-16.6
COC(=O)C1=C(C)N(Cc2ccccc2)C(=NCCCCO)N[C@H]1CCc1ccccc1	0.7	2.6	-0.6	-5.0	0.0	0.1	i	-3.0	-6.2
COC(=O)c1cc(=O)n2c(-c3ccc(OC)cc3)csc2n1	-13.1	-7.7	·	-0.7	0.3	-0.4	-2.1	5.8	-2.1
NC(=O)C1=C[C@H](c2ccc(C(F)(F)F)cc2)C[C@H](OCc2ccc(CO)cc2)O1	-14.7	11.3	-0.3&0.6	-10.5	-0.1	-0.7	i	4.9	-3.9
Cc1cc(Nc2ccccc2)cc(=O)n1C	-3.1	-1.5	-0.1	-1.2	0.3	-4.2	-0.9	·	-17.5
CCOC(=O)c1[nH]c(=O)[nH]c1CSCCO	-7.5	1.8	·	-1.9	0.8	-0.3	0.0	3.0	-1.0
Cc1ccc(NC(=O)CN(C)CC(=O)Nc2ccccc2-c2ccccc2)cc1	-13.8	3.2	1.2	8.2	0.4	1.8	1.6	3.7	-6.2
Cc1[nH]n2c(=O)c3c(nc2c1-c1cccc2ccccc12)CCC3	5.9	-1.1	·	-1.8	0.3	0.9	i	-7.9	-0.7
O=C(NCC1CCCCC1)c1ccccc1[N+](=O)[O-]	-5.8	-3.3	2.2	-8.8	-1.1	-3.2	i	-3.9	6.5
CCN(CC)CCN(C(=O)C1CCCCC1)c1nc2cc3c(cc2s1)OCO3	3.6	12.2	-1.5	-1.2	-0.6	-0.7	i	0.2	-1.8

Looked up above:
OCC[C@@H]1C[C@H](O)[C@@H](O)[C@@]2(CCCc3ccccc3O2)O1 @ PrPC surface inh = 2.5
Cc1cc(Nc2ccccc2)cc(=O)n1C @ Vc quorum ag = -0.9

Next compounds:
Compound	PriA SSB inh	Yp Topo-I inh	TcdB GH inh	PrPC surface inh	PfHsp40 rescue	BoNT A protease	Vc quorum ag	SARS 3CLpro inh	Anthrax LF prot
COc1ccc(NC(=O)Nc2nnc(N3CCC(C)CC3)s2)cc1OC	-9.7	1.9	-0.4	-2.7	-1.6	-1.1	-0.3	2.7	-0.6
COc1ccc(C(O)c2ncc(-c3ccc(Cl)cc3)[nH]2)cc1 (stereo not given)	·	-2.0	0.8	0.5	·	-0.3	-0.5	·	0.4
CCOC(=O)c1c(C)[nH]c(C)c1C(=O)COC(=O)c1ccc(Cl)nc1	6.5	-0.3	-0.1	6.7	0.8	-0.5	-0.8	·	0.2
CCC(C)NC(=O)CS(=O)(=O)Cc1nc(-c2cccc(OC)c2)oc1C (stereo not given)	-5.7	-2.3	2.0	3.5	0.2	-0.4	-0.2	-1.9	0.2
COC(=O)CCC(=O)Nc1cccc(Br)c1	0.9	-1.5	·	10.1	1.4	-0.6	i	2.2	-1.3
O=C(COC(=O)Cc1ccc([N+](=O)[O-])cc1)NC1CCCCCC1	7.8	-0.1	-2.0	-5.2	-1.0	-0.1	-0.2	·	-4.9
O=[N+]([O-])c1cc(-c2csc(NC(CO)c3nc4ccccc4n3CCOCCO)n2)ccc1Cl (stereo not given)	15.7	18.4	-0.1	-11.9	0.0	0.2	-0.6	·	-1.4
COc1ccc2c(c1OC)C(=O)OC2N1C(=O)CC[C@H]1C(=O)Nc1ccc2c(c1)OCO2 (stereo not given in full)	-6.4	-2.2	-0.5	3.4	-2.5	0.6	-0.5	0.7	0.9
COc1ccc(OC)c(NS(=O)(=O)c2ccc(NC(=O)c3ccc(NS(C)(=O)=O)cc3)cc2)c1	9.3	-7.5	0.8	-2.5	0.5	-0.4	-0.3	-1.4	-1.1
COc1ccc(C)cc1NC(=O)CN1CCN(S(=O)(=O)c2ccc(F)cc2)CC1	-11.3	-7.7	·	-7.2	-1.1	0.3	0.4	-0.2	-0.2
CC(=O)c1ccc(NC(=O)Cn2cnc(S(=O)(=O)N3CCOCC3)c2)cc1	3.0	-4.0	0.6	2.9	-2.3	-0.2	-0.4	-3.8	-1.0
Cc1ccc(-n2ncc3c(Nc4c(C)n(C)n(-c5ccccc5)c4=O)ncnc32)c(C)c1	-4.1	3.2	·	-3.6	-1.0	0.0	-0.7	2.1	-2.6
Cc1cc(C(=O)COc2ccc(F)cc2Br)c(C)n1C1CC1	-14.8	25.0	1.3	2.8	-1.4	1.8	-2.1	·	-4.2
CCOc1ccc(NC(=O)CN(C)CC(=O)Nc2ccc(F)c(F)c2F)cc1OCC	0.4	-6.1	0.4	3.0	-0.5	-0.4	-0.2	2.7	-4.7
O=C(c1cccc(S(=O)(=O)N2CCN(c3ccc(F)cc3)CC2)c1)N1CCCC(C(F)(F)F)C1 (stereo not given)	-5.0	19.2	-5.5	14.8	0.1	-1.2	-4.0	·	6.3
Cc1ccc(-c2nnn(CC(=O)N(CC3CCCO3)C(C(=O)NC3CCCC3)c3ccc(O)cc3)n2)o1 (stereo not given)	4.2	19.0	-0.5	-6.4	-0.1	0.1	-0.4	2.2	3.9
CNc1ccccc1C(C)(C)c1cc(-c2cc(C)cc(C)c2)no1	-8.5	11.4	·	5.3	-0.8	0.5	-0.6	2.9	-0.2
O=C(ON=C1CCN(S(=O)(=O)c2ccccc2)CC1)c1ccc(F)cc1	-13.5	3.6	·	0.8	-1.0	-0.5	-2.2	-0.7	-0.5
O=[N+]([O-])c1cc([As](=O)(O)O)ccc1O	-12.0	-9.6	1.8	-3.3	-1.7	-0.1	0.7	·	-5.1
Cc1ccc2c(CC(=O)OCc3nc(N)nc(Nc4ccccc4C)n3)coc2c1	8.3	8.2	·	0.9	0.6	-0.6	-0.4	-2.0	-3.8
O=C(COC(=O)C1COc2ccccc2O1)NC(=O)Nc1ccc2c(c1)OCCO2 (stereo not given)	-17.8	9.9	·	-5.5	0.3	-0.5	i	-0.4	-2.3
CCOC(=O)Cn1cnc2c(cnn2-c2ccc(Cl)cc2)c1=O	-5.2	5.5	·	7.0	-0.3	0.3	i	1.7	-10.7
CC(NC(=O)C12CC3CC(CC(O)(C3)C1)C2)c1ccc(Cl)cc1Cl (stereo not given)	5.5	1.2	-6.7	-0.2	-1.0	-0.2	-2.2	-2.6	1.8
CCOC(=O)c1cc(OCC)c2c(ccc3ccccc32)n1	·	12.3	0.0	-7.4	·	0.4	-0.5	·	-0.8
Cc1cc(C)c2cc(CN(CCO)Cc3nnnn3Cc3ccccc3)c(=O)[nH]c2c1	9.7	1.7	·	-7.3	-1.8	0.8	i	3.6	-5.0
CC(C)C1=CC(=Nc2ccc(S(N)(=O)=O)cc2)C=C(C(C)C)C1=O	7.9	3.0	0.1	-5.3	-0.7	0.4	i	1.7	-0.2
COc1ccccc1CNC(=O)CN1C(=O)NC2(CCCC2)C1=O	-2.5	-3.4	-0.5	-7.0	-1.3	0.3	-0.7	·	5.7
COc1cccc(OC)c1C(=O)Nc1ccc(N2CCCCC2)cc1	18.5	-15.5	·	-12.0	1.7	0.7	-11.1	6.3	-6.7
Cc1c(NC(=O)Cn2[nH]c(=O)c3ccccc3c2=O)c(=O)n(-c2ccccc2)n1C	-29.6	3.3	·	4.7	-0.6	0.0	0.5	-0.7	-0.9

A portion of the library; rates above refer to the full screens.
